Source: PubChem BioAssay
TDP43 rescue = rescues yeast growth from TDP-43 toxicity; Potency, µM (series often up to 46.1 µM), without a hit: at the highest dose growth rescue (activation), hits mostly activators; 410,000 compounds, 1.8% hits; TDP-43 expressing yeast growth rescue, BacTiter-Glo, 24 h; note: potency is the fitted concentration of half-maximal effect; % of control where 0% means no effect; nearly all actives have a fitted effect of over 50% in size
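Yeast cells expressing TDP-43 under galactose induction are exposed to compounds for 24 hr at 30 deg C. BacTiter-Glo luminescence measures growth, so protective compounds score as activators.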
D3 ag = agonists of human D3 dopamine receptor | D3R DiscoveRx beta-arrestin cells, luminescence, 90 min | 410,000 compounds, 0.58% hits | AID 652048 | P35462 | max activation, %; in the data active = max activation above about 30%; note: 0% is about no effect; mostly tested at two doses, the higher about 12 µM
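Agonist-mode cell screen: cells plated at 1500/well and incubated overnight at 37 °C, then exposed to library compounds for 90 min at 37 °C. Detection reagent was added for 30–60 min at room temperature, and luminescence was read.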
Abeta rescue = A-beta toxicity reversal in yeast; yeast expressing A-beta42, growth rescue, OD600, 48 h; response scale: 0% DMSO, 100% iron-clioquinol control; Potency, µM (titrated, usually from 46.1 µM), for inactives: at the highest dose growth rescue, usual class: activators; 410,000 compounds, 0.063% hits; AID 1347071; note: potency is the fitted concentration of half-maximal effect; nearly all actives have a fitted effect of over 55% in size
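Yeast growth medium received pinned compounds, then yeast cells expressing toxic A-beta were added; plates incubated at 30 C for 48 hr. Growth read as absorbance at 600 nm, normalized to DMSO and equimolar FeCl3 plus clioquinol controls.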
D3 antag = antagonists of human D3 dopamine receptor. D3R cells, DiscoveRx beta-arrestin luminescence, antagonist mode; hits give low values. P35462. max response, negative = inhibition, %. 360,000 compounds, 2.5% hits; in the data active = max response below about -50%; inconclusive = no clear call, values can overlap the other calls; note: % is set by controls: 0 for no effect and ±100 for the full control effect; mostly tested at two doses, the higher about 12 µM
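Cells expressing the human receptor were seeded at 1500 cells/well, incubated overnight at 37 degrees C in 5% CO2, then exposed to library compounds with dopamine controls for 90 minutes at 37 degrees C before luminescent detection.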
aSyn yeast inh = inhibitors of alpha-synuclein toxicity in yeast. 370,000 compounds, 0.14% hits. Potency, µM (doses to about 46.1 µM), without a hit: top-dose growth rescue (activation), actives largely listed as activators. Yeast expressing alpha-synuclein, growth rescue, BacTiter-Glo, 24 h; note: potency is the fitted concentration of half-maximal effect; % of control where 0% means no effect; nearly all actives have a fitted effect of over 65% in size
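Readout is rescue of growth in alpha-synuclein-expressing yeast, so inhibitors of toxicity appear as activators. Growth after 24 hr at 30 deg C in galactose medium is quantified by luminescence.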
EPAC2 agonist = activates human EPAC2 exchange factor; EPAC2 activation, biochemical qHTS; response scale: 100% = 6.5 mM cAMP response; AID 720711; Potency, µM (doses to about 154 µM), inactives show top-dose activation, usual class: activators; 360,000 compounds, 0.079% hits; Q8WZA2; note: potency is the fitted concentration of half-maximal effect; nearly all actives have a fitted effect of over 50% in size
Target sequence (Q8WZA2 whole entry, looked up): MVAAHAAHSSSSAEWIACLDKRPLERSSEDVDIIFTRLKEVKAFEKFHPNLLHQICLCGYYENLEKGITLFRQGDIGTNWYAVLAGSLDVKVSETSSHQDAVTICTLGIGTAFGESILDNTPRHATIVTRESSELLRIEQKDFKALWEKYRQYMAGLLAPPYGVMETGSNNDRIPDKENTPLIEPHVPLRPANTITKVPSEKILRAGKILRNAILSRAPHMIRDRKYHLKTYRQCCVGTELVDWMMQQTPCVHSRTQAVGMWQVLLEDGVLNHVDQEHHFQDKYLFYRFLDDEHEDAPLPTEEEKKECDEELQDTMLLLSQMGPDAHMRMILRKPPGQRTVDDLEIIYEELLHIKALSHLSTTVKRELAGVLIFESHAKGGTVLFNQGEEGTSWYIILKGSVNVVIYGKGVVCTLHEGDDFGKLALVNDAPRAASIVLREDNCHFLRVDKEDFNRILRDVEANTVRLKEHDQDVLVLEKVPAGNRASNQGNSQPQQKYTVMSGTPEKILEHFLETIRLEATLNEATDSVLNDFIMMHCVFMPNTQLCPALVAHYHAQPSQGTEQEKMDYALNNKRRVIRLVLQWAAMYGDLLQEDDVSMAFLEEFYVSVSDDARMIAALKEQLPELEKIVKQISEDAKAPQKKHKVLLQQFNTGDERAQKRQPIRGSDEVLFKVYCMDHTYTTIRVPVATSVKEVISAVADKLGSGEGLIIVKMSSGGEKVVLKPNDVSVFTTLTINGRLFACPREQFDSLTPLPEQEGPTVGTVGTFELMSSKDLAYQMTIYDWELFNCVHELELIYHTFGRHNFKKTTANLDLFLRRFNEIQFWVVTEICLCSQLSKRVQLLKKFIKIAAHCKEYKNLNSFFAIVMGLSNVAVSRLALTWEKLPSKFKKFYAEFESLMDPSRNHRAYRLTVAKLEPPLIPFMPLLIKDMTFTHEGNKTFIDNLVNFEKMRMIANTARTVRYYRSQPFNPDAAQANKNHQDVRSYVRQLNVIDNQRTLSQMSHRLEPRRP
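Compounds were titrated in qHTS against a Rap1B-BODIPY-GDP (250 nM) complex with EPAC2 (100 nM) and GDP (50 uM). BODIPY-GDP release tracked at 480/540 nm over 30 min at room temperature, normalized to 6.5 mM cAMP.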
EPAC2 antagonist = antagonists of human EPAC2; Q8WZA2; EPAC2 GEF exchange of Rap1B-BODIPY-GDP, fluorescence; Potency, µM (highest dose often 114 µM), inactives show top-dose activity, negative = inhibition, most hits filed as inhibitors; 360,000 compounds, 0.18% hits; AID 720708; note: potency is the fitted concentration of half-maximal effect; % is set by controls: 0 for no effect and ±100 for the full control effect; nearly all actives have a fitted effect of over 45% in size; many of its hits are not listed in these tables
FUS suppressor = rescues growth of FUS-expressing yeast; 390,000 compounds, 0.24% hits; S. cerevisiae FUS-expressing, growth rescue, OD600, 24 h; Potency, µM (highest dose often 76.6 µM), for inactives: at the top dose growth rescue (activation), usual class: activators;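 note: potency is the fitted concentration of half-maximal effect; plate controls were DMSO vehicle for no effect and reference control for full effect; nearly all actives have a fitted effect of over 55% in size; some results filed as inactive show a strong effect at the top dose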
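Read-out: OD at 600 nm after 24hr at 30C, reporting rescue of FUS-induced yeast toxicity. Cells at OD 0.005 in galactose (2%) minimal medium; compounds tested in a dilution series; CP55940 titration from 92uM final as control.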
The depositor's hits bear a star; ? = inconclusive; / = not tested or not shown; [ ] = another dose, or the depositor's remark. Unless noted, calls come from the whole dose curve; as a rule, active = well fitted curve in the direction sought with a large enough effect; inconclusive = small, poorly fitted or top-dose-only effect, or another doubt; inactive = no such curve, though single readings can be large; an effect the other way counts as inactive or inconclusive. An excerpt, so the mix of outcomes need not match the whole.

SMILES	TDP43 rescue	D3 ag	Abeta rescue	D3 antag	aSyn yeast inh	EPAC2 agonist	EPAC2 antagonist	FUS suppressor
Cn1c(SCC(=O)NCC2CCCO2)nnc1-c1cccc(NC(=O)c2ccccc2F)c1 (stereo unspecified)	4%	2	6%	10	0%	-2%	-7%	3%
CSCCC1NC(=O)N(CC(=O)Nc2cccc3ccccc23)C1=O (stereo unspecified)	10%	4	15%	-2	1%	-38%[inhibitor]	1%	-8%
O=C(O)c1cccc(NC(=S)NC(=O)c2cccc(OCc3ccccc3)c2)c1	8%	-5	9%	8	-3%	8%	-9%	-7%
CCc1cc(=O)oc2cc(OCC(=O)NCCCN3CCCC3=O)c(Cl)cc12	3%	2	9%	7	5%	1%	-4%	21%
C=CCn1c(O)c(N=Nc2ccccc2)c2ccccc21	4%	-12	-12%	-12	6%	9%	1%	0%
CN1CCN(CCCNC(=O)CCc2nnc3n(Cc4ccccc4Cl)c(=O)c4ccccc4n23)CC1	2%	1	4%	10	-1%	1%	7%	-28%
O=C(N/N=C1\CCc2ccccc21)c1ccccc1O	-8%	-11	-22%	3	-14%	1%	14%	/
CCn1cc(/C=C(\NC(=O)c2ccc(C)cc2)C(=O)NCCN2CCOCC2)c2ccccc21	16%	-8	-13%	-3	0%	-1%	2%	17%
COCCNC(=O)c1cccc2c1-c1ccccc1C2=O	22%	7	-23%	-10	-2%	-8%	10%	2%
COc1cccc(-n2ccnc2SCC(=O)Nc2ccc(Cl)c(Cl)c2)c1	6%	-24	-5%	/	/	/	/	9%
O=C(OCc1ccc2c(c1)OCO2)c1ccc(S(=O)(=O)N2CCCC2)cc1	22%	-2	-2%	-2	-8%	3%	-15%	4%
CC(=O)c1ccccc1NC(=O)COC(=O)/C=C/c1ccc(OC(F)F)cc1	-2%	-17	-9%	-27	0%	12%	-2%	1%
O=C(Cc1cccc2ccccc12)Nc1ccc2c(c1)C(=O)NC2=O	-6%	-4	-10%	-6	-7%	-1%	4%	-1%
CCN(CC)S(=O)(=O)c1cccc(-c2nc3n(n2)Cc2ccccc2-3)c1	-12%	6	-12%	30	1%	-6%	4%	24%
COc1ccc(Br)cc1C(C[N+](=O)[O-])c1c(N)n(C)c(=O)n(C)c1=O (stereo unspecified)	-51%[inhibitor]	-4	-11%	0	-68%[inhibitor]	3%	-2%	?
Cc1cccnc1NC(=S)Nc1ccc(Br)cc1Cl	12%	2	12%	21	-3%	3%	?	-22%
CC(C(=O)Nc1ncc2c(n1)CC(C)(C)CC2=O)N1C(=O)c2ccccc2C1=O (stereo unspecified)	-1%	3	-11%	-17	1%	-6%	14%[57.1 µM]	-8%
Cc1ccccc1OCCCC(=O)Nc1ccccc1C(F)(F)F	-10%	-3	14%	8	2%	-11%	0%	20%
O=C(CCNC(=O)c1ccc(Br)o1)NC1CCCC1	-10%	12	14%	13	1%	3%	7%	5%
O=C(Nc1ccccc1C(=O)O)c1cccc(NC(=O)c2ccccc2Br)c1	-17%	-6	-1%	4	1%	5%	1%	3%
O=C(CSc1nnc(NC(=O)C2CC2)s1)Nc1cccc(F)c1	22%	3	18%	10	-3%	-5%	5%	9%
CC(C)(C)OC(=O)C[C@H]1C/C=C\C[C@H](CC(=O)N(CCO)Cc2ccccc2)C(=O)NCCOC1=O	12%	-1	-8%	30	-9%	2%	-2%	-1%
CCn1c(N2CCN(CC(=O)c3c(C)n(C)c4ccccc34)CC2)nc2c1c(=O)[nH]c(=O)n2C	-4%	4	13%	0	2%	5%	-1%	22%
COc1cccc2c1Oc1ncccc1N(c1ccc(C(=O)NCc3ccccc3C)s1)C2	22%	8	0%	/	/	/	/	34%
COc1ccccc1CNc1nc(Nc2ccccc2Cl)c2sccc2n1	27%	1	-13%	51	0%	2%	-26%	-8%
O=C(OC1CCOC1=O)C1CCN(S(=O)(=O)c2ccc(Cl)c(C(F)(F)F)c2)CC1 (stereo unspecified)	5%	-3	2%	-6	8%	-8%	-8%	2%
COCCN(CC(=O)Nc1cccc(C)c1C)C(=O)Cc1cccs1	13%	4	-6%	-3	0%	0%	-7%	0%
CC(C)N=C(NC#N)SCC(=O)NC(C)(C)C	-9%	-1	-9%	8	-5%	3%	14%	4%
COc1cc(-c2nc(-c3ccccc3)c(-c3cccs3)[nH]2)cc(OC)c1O	?	1	19%	23	-1%	14%	0%[57.1 µM]	34%
CC1CCN(C(=O)c2ccc(N3C(=O)C4CCC(C)CC4C3=O)cc2)CC1 (stereo unspecified)	23%	10	2%	9	8%	3%	4%	9%
O=C(Cc1ccccc1)Nn1c(-c2ccccc2)nc2ccccc2c1=O	-5%	20	4%	2	-2%	14%	-3%	/
COC(CNS(=O)(=O)c1ccc(Cl)cc1)c1ccccc1 (stereo unspecified)	13%	-2	14%	1	6%	1%	-8%	0%
O=C1CN(S(=O)(=O)c2cccc(Cl)c2Cl)CCN1	18%	3	9%	11	5%	1%	10%	-1%
Clc1ccc(CSc2nnc(-c3c[nH]c4ccccc34)o2)cc1	-18%	-3	12%	-14	-1%	18%	-26%	9%
COc1ccc(OCC(=O)OCC(=O)NC2CCCC2)cc1	7%	-1	1%	1	12%	4%	8%	-17%
CCOc1cccc2cc(C(N)=O)c(=NCc3ccccc3)oc12	-17%	-3	9%	8	?	-2%	5%	11%
COc1ccc(C(=O)Nc2cccc(C)n2)cc1S(=O)(=O)N1CCCc2ccccc21	24%	5	-8%	5	-1%	1%	?	19%
COc1ccc(C(CNC(=O)C(=O)NC2CCCCC2)N2CCN(C)CC2)cc1 (stereo unspecified)	19%	-8	4%	18	5%	2%	2%	-2%
Cc1cccc(OCCNC(=S)NC(=O)c2cncc(Br)c2)c1	-2%	-13	-2%	-8	0%	-1%	-2%	/
Cn1nnnc1SCCNCc1ccc(OCc2ccccc2)cc1	-6%	-12	-14%	/	0%	/	/	-21%
O=S(=O)(Nc1ccc(Cc2ccncc2)cc1)c1ccc(Cl)s1	18%	-3	1%	20	5%	5%	-7%	/
O=C(N/N=C/c1ccccc1Br)c1ccc(CSc2cccc3cccnc23)cc1	?	-4	18%	-14	/	-1%	5%	11%
CCn1nnc(NC(=O)COc2ccc(C3CCCCC3)cc2)n1	?	1	0%	-21	-1%	1%	-6%	41%
c1ccc(OCCN2CCNCC2)cc1	-17%	-13	3%	-4	-4%	3%	13%	14%
FC(F)(F)c1nc(-c2ccccc2)ncc1-c1nnnn1-c1ccccc1	11%	12	-32%	17	5%	13%	-20%	13%
Cc1cc(C)cc(NC(=O)C2C3C=CC4(O3)C2C(=O)N(CCCN(C)C)C4C(=O)NC2CCCC(C)C2C)c1 (stereo unspecified)	8%	19	9%	0	2%	1%	3%	15%
O=C(CCc1nc2ccccc2s1)N1CCN(c2ccccc2)CC1	-1%	3	-5%	27	10%	7%	3%	5%
CC(=O)c1cccc(NCC(=O)N2CCN(S(=O)(=O)c3ccccc3)CC2)c1	8%	4	8%	-4	-1%	8%	1%	2%
CCC(C)(C)n1nnnc1C(c1cc2ccc(OC)cc2[nH]c1=O)N1CCc2ccccc21 (stereo unspecified)	-1%	4	13%	10	18%	18%	-18%	?
Cc1nc2ccccc2c(=O)n1NC(=O)c1cccc([N+](=O)[O-])c1	13%[9.22 µM]	1	-2%	7	2%	8%	1%	6%

Further records
SMILES	TDP43 rescue	D3 ag	Abeta rescue	D3 antag	aSyn yeast inh	EPAC2 agonist	EPAC2 antagonist	FUS suppressor
COc1ccc(Nc2c(CCc3ccccc3)nc3nc(C)cc(C)n23)cc1	?	17	0%	67	0%	3%	-28%	24%
NC(=O)c1ccc(NC(=O)COC(=O)CC23CC4CC(CC(Br)(C4)C2)C3)cc1	-19%	2	2%	22	-2%	3%	-24%	17%
CC1(C)Cc2ccccc2-c2nc(NCCCO)[nH]c(=O)c21	-2%	-6	5%	4	-8%	-5%	?	9%
O=C(CCCOc1ccc(Cl)cc1Cl)n1nnc2ccccc21	5%	-8	-33%[inhibitor]	-4	4%	3%	-4%	/
CCCn1c2ccccc2c2cnn(CC(=O)NCCc3cc(OC)ccc3OC)c(=O)c21	6%	8	2%	/	/	/	/	?
COc1ccc(N(C)C(=O)C2CCCN2S(=O)(=O)c2cccc3nsnc23)cc1 (stereo unspecified)	-14%	3	-3%	-10	-1%	2%	-3%	12%
CC(C)(C)c1csc(NC(=O)Nc2ccccc2)n1	8%	-9	13%	-2	-4%	22%	-17%	23%
Cc1cccc(NC(=S)NC2CC3CCCC(C2)N3Cc2cccs2)c1 (stereo unspecified)	-24%	-29	10%	-87*	-2%	19%	-2%	2%
COc1cc2nc(N3CCN(C(=O)OCc4ccccc4)[C@H](C(=O)NC(C)(C)C)C3)nc(N)c2cc1OC	0%	0	-6%	5	1%	1%	2%	-2%
Fc1ccccc1Cn1nnc2c(NCc3ccccn3)ncnc21	?	-1	-9%	2	-5%	6%	-9%	2%

Record cards, from the list above. Values in the order: TDP43 rescue	D3 ag	Abeta rescue	D3 antag	aSyn yeast inh	EPAC2 agonist	EPAC2 antagonist	FUS suppressor
CC1(C)Cc2ccccc2-c2nc(NCCCO)[nH]c(=O)c21 reads -2%	-6	5%	4	-8%	-5%	?	9%
CC(C)(C)c1csc(NC(=O)Nc2ccccc2)n1 reads 8%	-9	13%	-2	-4%	22%	-17%	23%
COc1ccc(Nc2c(CCc3ccccc3)nc3nc(C)cc(C)n23)cc1 reads ?	17	0%	67	0%	3%	-28%	24%
CCCn1c2ccccc2c2cnn(CC(=O)NCCc3cc(OC)ccc3OC)c(=O)c21 reads 6%	8	2%	/	/	/	/	?
COc1ccc(N(C)C(=O)C2CCCN2S(=O)(=O)c2cccc3nsnc23)cc1 (stereo unspecified) reads -14%	3	-3%	-10	-1%	2%	-3%	12%

Later entries:
SMILES	TDP43 rescue	D3 ag	Abeta rescue	D3 antag	aSyn yeast inh	EPAC2 agonist	EPAC2 antagonist	FUS suppressor
O=S(=O)(NCc1ccccc1F)c1cccc(S(=O)(=O)N2CCOCC2)c1	-16%	2	3%	1	4%	-6%	14%	5%
Nc1ccc(Nc2nc(-c3cc4ccccc4oc3=O)cs2)cc1	13%	4	-13%	-11	-3%	12%	-1%	?
CCCN(CCC)CCCNS(=O)(=O)c1cc(Br)cc2c1N(C(C)=O)CC2	-4%	5	3%	?	-6%	5%	18%	31%
O=C(COc1ccccc1Cl)N1CCN(c2ccc([N+](=O)[O-])c(N3CCOCC3)c2)CC1	-2%	-15	-3%	-4	0%	19%	-11%	0%
N#Cc1ccc(NC(=S)Nc2ccccc2)cc1	-15%	-2	1%	7	5%	2%	3%	/
